TRHR agonist: TRH receptor (human) agonism. P34981. hit rate 0.18% among 360,000. activation, % at 2 µM. AID 493084. TRHR cells, calcium flux fluo-8, FDSS agonist mode; further: 0% is about no effect
Target sequence (P34981 whole entry, looked up): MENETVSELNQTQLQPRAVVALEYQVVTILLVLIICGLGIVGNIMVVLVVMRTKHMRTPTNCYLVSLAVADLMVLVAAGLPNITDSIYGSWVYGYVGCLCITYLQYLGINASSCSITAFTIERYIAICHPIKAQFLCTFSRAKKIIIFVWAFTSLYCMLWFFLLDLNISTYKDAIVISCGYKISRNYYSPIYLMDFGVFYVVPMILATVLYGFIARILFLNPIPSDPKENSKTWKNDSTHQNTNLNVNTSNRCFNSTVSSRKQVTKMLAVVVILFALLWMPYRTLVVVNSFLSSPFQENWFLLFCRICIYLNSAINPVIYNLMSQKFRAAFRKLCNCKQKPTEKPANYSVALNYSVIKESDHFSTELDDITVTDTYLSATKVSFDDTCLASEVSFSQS
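TRHR-expressing cells, plated overnight in medium with 10% serum, were loaded with fluo-8 calcium dye at room temperature. After a 10 s baseline, library compound was pin-added and calcium release was recorded kinetically (ex 480/em 530) as agonist response.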
RXFP1 antag: RXFP1 (human) relaxin receptor antagonism; Q9HBX9; activity change, negative = inhibition, % at 57.5 µM; hit rate 0.59% among 350,000; HEK293-RXFP1, relaxin-stimulated cAMP HTRF, 30 min; active compounds read low; AID 1259400;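 active means activity change of -60% or lower, but not beyond a set lower limit; inconclusive means change between -60% and -40%, or beyond the set limit; inactive means change above -40%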; further: on the % scale 0 is the no-effect control and ±100 the full control effect
D2 PAM: positive allosteric modulators of human D2 dopamine receptor; P14416; AID 485347; HEK293 T-REx D2, calcium flux, EC20 dopamine potentiation; potentiation, % at 10 µM; hit rate 0.34% among 340,000;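 active means potentiation over 3 SD above the plate norm, cut at about 30% in these data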; further: 0% is about no effect
Target sequence (P14416 whole entry, looked up): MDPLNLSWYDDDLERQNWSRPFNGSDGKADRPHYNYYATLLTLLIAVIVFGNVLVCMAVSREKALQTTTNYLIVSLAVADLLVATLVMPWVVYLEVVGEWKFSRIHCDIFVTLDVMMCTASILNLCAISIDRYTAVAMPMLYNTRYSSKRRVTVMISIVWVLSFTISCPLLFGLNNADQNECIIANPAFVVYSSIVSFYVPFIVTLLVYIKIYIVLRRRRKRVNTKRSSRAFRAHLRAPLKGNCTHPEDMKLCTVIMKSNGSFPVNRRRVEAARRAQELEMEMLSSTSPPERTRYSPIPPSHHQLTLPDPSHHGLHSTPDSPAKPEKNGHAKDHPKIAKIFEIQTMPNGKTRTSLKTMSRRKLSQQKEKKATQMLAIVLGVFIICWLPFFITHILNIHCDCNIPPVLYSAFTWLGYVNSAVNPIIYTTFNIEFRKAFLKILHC
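Primary screen. Calcium kinetics in induced HEK293 T-REx D2 cells: compound pre-addition 180 s, EC20 dopamine, 180 s more.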
TRHR PAM: TRH receptor (human) allosteric enhancement; P34981; TRHR cells, fluo-8 calcium fluorescence, EC20 TRH enhancement; enhancement, % at 2 µM; hit rate 0.66% among 360,000; in the data active means enhancement above about 30%; further: 0% is about no effect
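TRHR-expressing cells loaded with fluo-8 calcium dye were read kinetically (ex 480/em 530) during compound addition, then stimulated with an EC20 of TRH (10 nM final). Enhancement of the Gq-mediated intracellular calcium response was scored.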
D1 ag: activates the human D1 dopamine receptor; P21728; hit rate 1% among 360,000; HEK293 T-REx D1 cells, calcium flux, agonist mode; activation, % at 2 µM; further: 0% is about no effect
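Inducible HEK293 T-REx D1 cells, force-coupled to calcium signalling, were plated at 4000 cells/well with tetracycline and held overnight at 30 C. After no-wash calcium dye loading, compound-evoked calcium rise over 180 s flagged agonists.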
D1 PAM: potentiators of human D1 dopamine receptor | potentiation, % at 10 µM | AID 504651 | HEK293 TREx D1 cells, calcium flux, dopamine EC20 potentiation | hit rate 0.036% among 360,000 | P21728; in the data active means potentiation above about 30%; further: 0% is about no effect
D2 ag: agonists of human D2 dopamine receptor | P14416 | HEK293 T-REx D2 cells, calcium flux agonist mode | activation, % at 2 µM | hit rate 0.53% among 340,000 | AID 485358;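 active means activation over 3 SD above normal in the single-dose calcium agonist read, cut at about 30% in these data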; further: 0% is about no effect
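Tetracycline-induced HEK293 T-REx cells with force-coupled D2 receptor, plated overnight at 30 C, loaded with no-wash calcium dye. After a 10 s baseline, compound was pin-added and calcium flux read kinetically for 180 s; calcium rises flagged agonists.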
D1 antagonist: human D1 dopamine receptor antagonism | activity change, negative = inhibition, % at 10 µM | HEK293 TREx D1 cells, calcium flux, dopamine EC80; active compounds read low | hit rate 3.2% among 360,000 | P21728; in the data active means activity change below about -30%; further: on the % scale 0 is the no-effect control and ±100 the full control effect
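Inducible Hek293 Trex D1 cells (tetracycline, overnight, 30 C). Calcium dye 30–90 min RT. Antagonist mode: EC80 dopamine added after 180 s compound read.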
D2 antagonist: antagonists of human D2 dopamine receptor; P14416; HEK293 TREx D2 cells, calcium flux, dopamine EC80; inhibition, % at 10 µM; hit rate 2% among 340,000; in the data active means inhibition above about 30%; further: 0% is about no effect
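In this primary screen, negative modulation is detected by tracking calcium flux after an EC80 dopamine challenge in inducible HEK293 T-REx D2 cells preexposed to test compound for 180 s.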
* hit, by the source's call; ? = inconclusive; . = not tested or not shown. Unless noted, no stated cut-off is given here; in the data, active means activation above about 30%; inactive means the rest.

SMILES	TRHR agonist	RXFP1 antag	D2 PAM	TRHR PAM	D1 ag	D1 PAM	D2 ag	D1 antagonist	D2 antagonist
O=C(COc1ccccc1C(=O)c1cnn(-c2ccccc2)c1)Nc1ccc2ccccc2c1	0.2	23.5	6.9	6.8	8.4	-8.4	1.5	12.0	5.2
COc1ccc(N(CC(O)CN2CCOCC2)S(=O)(=O)c2ccccc2)cc1 (configuration not stated)	-0.1	-5.6	6.6	4.7	0.5	4.7	-1.0	-0.2	-13.1
O=C(CCl)Nc1cc(S(=O)(=O)N2CCCCCC2)ccc1Cl	-0.6	0.4	7.8	10.3	1.7	-0.7	0.2	-9.3	1.5
Cc1ccc(S(=O)(=O)NCc2ccc(C(=O)NCc3cccnc3)cc2)cc1	0.3	.	1.2	-0.4	3.0	2.9	2.1	-13.5	13.5
O=C(CSc1nnc2n1CCCN2)c1ccc(Cl)cc1	-0.2	.	-2.3	5.0	1.3	6.5	-0.2	0.3	-28.1
CCOC(=O)C1CCCN(C(=S)Nc2ccc(C)cc2C)C1 (configuration not stated)	-0.1	1.8	9.9	-1.6	-2.5	-1.6	0.0	20.4	-7.0
CC(C)(C)n1nnnc1C(c1cccs1)N(Cc1ccc(Cl)cc1)CC1CCCO1 (configuration not stated)	-0.3	-3.8	-10.3	-1.5	4.8	-0.5	0.1	-1.0	-6.4
COc1ccc(C(=O)NC2CCCc3ccccc32)cc1S(=O)(=O)N1CCOCC1 (configuration not stated)	0.0	2.3	3.2	-2.0	0.5	-2.8	0.5	-3.8	3.3
CCOc1ccc(NC(=O)C2CCCN2C(=O)Oc2ccccc2)cc1 (configuration not stated)	0.5	1.0	2.0	8.8	1.2	-4.5	0.4	9.0	4.5
CCOc1ccc(NC(=O)C2CCC(C)(C(=O)O)C2(C)C)cc1 (configuration not stated)	0.6	4.0	.	-6.4	1.6	-2.8	.	15.6	.
O=C(c1ccc(Br)cc1)N(Cc1ccco1)c1ccccn1	-0.8	.	-12.4	8.8	-3.4	0.8	.	3.5	.
O=C1NC2=C(C(=O)CCC2)C(c2ccc([N+](=O)[O-])cc2)N1 (configuration not stated)	0.6	-0.3	.	0.0	1.8	-2.0	.	-5.5	.
NC(=O)c1cc2n(n1)C(C(F)(F)F)CC(c1ccco1)N2 (configuration not stated)	1.6	3.8	3.8	8.4	2.6	-2.6	1.5	-3.8	14.7
CC1CCN(C(=O)c2[nH]cnc2C(=O)N[C@@H](C)C(=O)OCc2ccccc2)CC1	-0.7	.	-4.9	3.8	1.0	-2.0	-0.1	4.7	8.4
CCCN1C(=O)CN(C2CCCCCC2)C(=O)C1c1ccc(OCC)c(OC)c1 (configuration not stated)	-0.5	2.6	16.6	-1.1	-5.2	-0.1	-0.3	-6.0	.
CCN1C(=O)[C@H]2[C@@H](c3ccc(-c4ccc(F)cc4)c(OC)c3)N[C@@](CC(C)C)(C(=O)OC)[C@H]2C1=O	0.8	.	-6.6	-2.2	7.4	-1.4	0.2	4.3	11.2
CN(CC(=O)Nc1ccc(F)cc1)C(=O)COC(=O)c1ccc(=O)n(Cc2ccccc2)n1	-0.3	-6.3	-11.7	-4.3	1.1	2.1	-0.1	14.7	15.9
O=C(Nc1ccccc1)Nc1ccccc1C(=O)NCc1ccccc1	-0.8	1.4	-5.4	-6.9	4.3	-1.9	-1.0	2.4	4.2
CCOc1ccccc1NC(=O)c1cc(S(=O)(=O)N2CCOCC2)ccc1C	-1.2	6.2	1.9	0.0	4.4	2.5	-0.2	-3.6	-16.5
Cc1ccc(Nc2c(-c3ccc(N(C)C)cc3)nc3ccccn23)cc1	-1.2	-8.9	-1.0	0.0	1.9	-5.2	0.3	-30.2*	.
O=C(CN1CCOCC1)Nc1ccccc1Sc1ccccc1	-0.7	-12.4	4.3	2.6	-0.1	-5.2	2.1	4.0	-6.4
CC1(c2ccccc2)NC(=S)N2C1NC(=S)N2c1ccccc1 (configuration not stated)	0.7	1.4	12.4	-9.6	0.5	-0.3	-1.0	3.6	-6.7
CN(C)CCC(=O)N1c2ccccc2Sc2ccc(C(F)(F)F)cc21	2.5	-21.9	-15.4	-0.3	4.7	-3.8	2.6	-15.4	-13.7
C/C(=N\O)C(=O)NCCCn1ccnc1	-0.4	-4.7	12.1	2.6	2.5	-5.8	0.5	2.6	16.7
COc1ccc(CN(C(=O)c2ccccc2F)C2CCS(=O)(=O)C2)cc1 (configuration not stated)	-0.5	-23.5	6.7	1.4	0.6	-1.2	.	7.6	.
Cc1ccc(CNC(=O)CSCc2nc(-c3ccc(Cl)cc3)oc2C)cc1	0.2	-17.7	-6.7	5.9	6.6	-4.5	0.1	-4.2	.
COc1ccccc1CN1CC(C(=O)NCc2cc(F)ccc2C)CCC1=O (configuration not stated)	1.2	16.0	-7.0	4.2	0.6	1.6	1.5	-18.3	13.8
Cc1nc(C(F)(F)F)c(C(=O)N=CN(C)C)s1	0.6	-6.8	8.0	4.6	2.2	-2.5	1.0	1.5	-32.6
COc1ccc(C(=O)CN2CCN(c3cc(C)nc4ccccc34)CC2)cc1	0.6	1.7	7.8	-3.2	4.1	-5.4	-0.4	-9.0	-13.2
Cc1ccccc1C(=O)OCCCN=C1NS(=O)(=O)c2ccccc21	0.2	-12.7	.	-1.3	0.8	-2.8	.	-0.2	.
CC(NS(=O)(=O)c1ccc([N+](=O)[O-])cc1)C(=O)NN (configuration not stated)	0.3	8.7	14.9	1.1	2.7	0.6	-1.7	12.9	-5.2
CC(=O)c1c(OC(=O)c2ccco2)c2ccccc2n1C	0.2	.	12.1	5.2	2.0	-0.7	-0.5	4.0	4.8
CCOC(=O)N1CCN(C(=O)CN(c2ccccc2)S(C)(=O)=O)CC1	0.3	5.2	0.9	6.7	3.1	12.5	0.3	-23.4	-3.0
CCOC(=O)N1CCN(c2c(NCCc3ccc(OC)c(OC)c3)c(=O)c2=O)CC1	0.0	.	1.9	-4.0	1.6	.	0.2	-1.6	36.2*
COc1ccccc1OCCn1c(CO)nc2ccccc21	0.3	-6.9	-3.3	2.3	1.5	-2.5	0.5	8.1	16.1
O=C(c1ccc(OC2CCN(CCc3ccccc3)CC2)cc1)N1CCCC(CO)C1 (configuration not stated)	-0.3	6.0	9.6	6.4	8.1	-5.6	1.3	-3.2	7.8
C=CCNC(=O)NS(=O)(=O)c1ccc(C)cc1	0.0	6.0	0.4	1.7	2.6	3.5	0.2	2.3	5.2
Cc1ccc(C)c(N2CCN(S(=O)(=O)c3cc4c(cc3Cl)NC(=O)CO4)CC2)c1	0.0	1.6	-7.5	9.8	2.8	-10.1	0.0	-0.4	-7.1
CC(=O)N1CCN(c2ccc(NC(=O)C(C)Oc3ccc(Cl)cc3Cl)cc2)CC1 (configuration not stated)	-0.3	2.7	1.8	11.4	-1.3	-0.4	0.1	1.4	-12.7
CC(=O)N1N=C(c2ccc([N+](=O)[O-])cc2)CC1c1ccccc1Cl (configuration not stated)	-1.3	-11.5	2.8	-0.4	-2.8	-8.8	-2.6	-5.0	-12.9

No new results follow: entries from further up.
SMILES	TRHR agonist	RXFP1 antag	D2 PAM	TRHR PAM	D1 ag	D1 PAM	D2 ag	D1 antagonist	D2 antagonist
O=C(CN1CCOCC1)Nc1ccccc1Sc1ccccc1	-0.7	-12.4	4.3	2.6	-0.1	-5.2	2.1	4.0	-6.4
CC1(c2ccccc2)NC(=S)N2C1NC(=S)N2c1ccccc1 (configuration not stated)	0.7	1.4	12.4	-9.6	0.5	-0.3	-1.0	3.6	-6.7
CN(C)CCC(=O)N1c2ccccc2Sc2ccc(C(F)(F)F)cc21	2.5	-21.9	-15.4	-0.3	4.7	-3.8	2.6	-15.4	-13.7

Another view of some results above:
mol | TRHR agonist | RXFP1 antag | D2 PAM | TRHR PAM | D1 ag | D1 PAM | D2 ag | D1 antagonist | D2 antagonist
COc1ccc(C(=O)CN2CCN(c3cc(C)nc4ccccc34)CC2)cc1 | 0.6 | 1.7 | 7.8 | -3.2 | 4.1 | -5.4 | -0.4 | -9.0 | -13.2
COc1ccc(CN(C(=O)c2ccccc2F)C2CCS(=O)(=O)C2)cc1 (configuration not stated) | -0.5 | -23.5 | 6.7 | 1.4 | 0.6 | -1.2 | . | 7.6 | .
COc1ccccc1OCCn1c(CO)nc2ccccc21 | 0.3 | -6.9 | -3.3 | 2.3 | 1.5 | -2.5 | 0.5 | 8.1 | 16.1
CC(NS(=O)(=O)c1ccc([N+](=O)[O-])cc1)C(=O)NN (configuration not stated) | 0.3 | 8.7 | 14.9 | 1.1 | 2.7 | 0.6 | -1.7 | 12.9 | -5.2

New compounds follow.
SMILES	TRHR agonist	RXFP1 antag	D2 PAM	TRHR PAM	D1 ag	D1 PAM	D2 ag	D1 antagonist	D2 antagonist
COc1ccccc1-c1nnc2n1N=C(C(C)(C)C)CS2	-0.1	-6.4	6.0	-0.8	1.6	-6.3	0.0	31.4	-4.7
Cc1cccc2nc(CSc3nnc(N)s3)cn12	-0.6	?	18.8	21.3	0.5	2.9	0.5	-6.3	-6.2
CCOC(=O)C1C(C)=CC(=O)CC1c1ccco1 (configuration not stated)	0.4	-0.4	4.8	-0.9	2.3	1.1	0.7	9.7	8.1
O=S(=O)(c1ccc(N2CCN(c3ccc(F)cc3)CC2)cc1)N1CCCC1	0.0	-20.9	-2.4	4.0	4.1	-5.2	-0.5	3.4	-5.0
CC(=O)Nc1ccc2nc(-c3ccccc3)cn2c1	0.1	-3.6	-2.9	-1.8	-0.2	0.2	1.4	1.6	1.3
Cc1cc(Br)ccc1NC(=O)C1CCN(S(=O)(=O)c2ccc(Br)s2)CC1	0.6	-2.3	3.5	-10.9	3.6	0.6	.	1.3	.
CC(C)[C@H](NC(=O)OCc1ccccc1)C(=O)OCC(=O)NC1(C#N)CCCC1	-0.5	-4.0	0.6	-7.0	0.2	-2.9	-0.3	15.3	8.1
CN1CCN(S(=O)(=O)c2ccc(NC(=S)NC(=O)C3CC3)cc2)CC1	0.4	-9.4	-6.6	5.0	3.6	-8.2	0.5	-0.2	10.9
Cc1nn(C)cc1CNC(=O)C1(C)CC1(Cl)Cl (configuration not stated)	0.8	-3.6	-9.2	1.6	5.1	-1.2	0.5	1.4	17.2
CCOc1ccc(NCC(=O)N/N=C/C=C/c2ccccc2)cc1	0.2	-10.4	-5.0	-7.4	1.3	-1.4	-0.2	-3.1	-2.5
Cc1cc(C)nc(SCC(=O)N/N=C/c2cccn2-c2cccc(C(F)(F)F)c2)n1	-0.1	-5.4	5.8	-2.0	2.9	6.3	0.2	15.6	-7.2
CSc1ccccc1NC(=O)CN(C)C(C)C(=O)Nc1ccc(C#N)cc1 (configuration not stated)	-0.1	-17.3	-16.5	-6.5	10.8	-4.0	-0.1	-26.0	-12.3
COC(=O)c1ccc(NC(=O)CN2C(=O)CNC2=O)cc1	1.5	8.7	8.9	2.9	-1.9	-1.8	-0.3	.	-9.7
Cc1cccc(-n2cc[nH]c2=S)c1C	0.2	-12.6	-20.0	6.8	1.5	5.7	-0.4	-1.0	4.0
COc1ccc(OCc2nnc(SCC(=O)Nc3ccc(C)cc3)o2)cc1	-1.1	-14.0	7.2	11.5	2.3	-1.8	-0.5	6.0	-10.8
O=C(NNC(=S)NCC1CCCO1)c1cc(Br)ccc1Cl (configuration not stated)	-1.3	-10.2	4.7	6.4	5.2	-4.4	0.0	-0.2	-20.2

Compound activity: PubChem BioAssay, National Center for Advancing Translational Sciences (NCATS)
